15-hLO-2 inh – qHTS Assay for Inhibitors of 15-hLO-2 (15-human lipoxygenase 2) | Potency, µM (highest dose often 57.1 µM), for inactives: top-dose activity change, negative = inhibition, hits mostly inhibitors | Polyunsaturated fatty acid lipoxygenase ALOX15B (Homo sapiens), O15296 | actives 0.56% (n = 110,000) | purified 15hLO-2, xylenol orange hydroperoxide absorbance | AID 881, 2007; also: potency is read from the fitted curve at half-maximal effect; nearly all actives have a fitted effect of over 60% in size; many of its hits are not listed in these tables
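Enzyme 50 nM, AA 45 uM, 25 mM Hepes pH 7.5 + 0.01% Triton X-100; cpd preinc 15 min RT, rxn 90 min RT; stop/detect with 200 uM XO + 300 uM Fe(II) in 50 mM H2SO4, 30 min; A573/A405.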
IMPase inh – qHTS Assay for Identifying the Cell-Membrane Permeable IMPase Inhibitors | Inositol monophosphatase 1 (Rattus norvegicus), P97697 | CHO-M1 cells, IP1 accumulation, HTRF TR-FRET ratio | inhibition (IP1 accumulation), % at 46.1 µM | 120,000 tested, under 10 active | AID 901, 2007; active = well fitted curve in the direction sought with a large enough effect in the signal ratio, not every such curve was filed as active; inconclusive = small, poorly fitted or top-dose-only effect, or a change in a side signal; inactive = no such curve, though single readings can be large or run the other way; the % refers to the signal ratio;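 also: cells stimulated with carbachol in lithium chloride buffer; plate controls were DMSO basal wells for no effect and reference inhibitor wells for full effect; higher means more IMPase inhibition seen as more IP1 and lower FRET ratio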
Target sequence (P97697 whole entry, looked up): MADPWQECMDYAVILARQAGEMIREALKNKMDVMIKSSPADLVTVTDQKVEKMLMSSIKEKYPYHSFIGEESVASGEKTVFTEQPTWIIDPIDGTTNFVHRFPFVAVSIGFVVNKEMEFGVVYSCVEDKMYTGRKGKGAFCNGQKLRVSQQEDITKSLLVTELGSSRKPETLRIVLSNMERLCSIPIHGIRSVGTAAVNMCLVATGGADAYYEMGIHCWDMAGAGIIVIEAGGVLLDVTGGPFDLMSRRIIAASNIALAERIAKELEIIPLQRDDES
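Elevated IP1 in lysates lowers TR-FRET signal (665/620 ratio and 620 channel reported). Cells were CHO-M1, given carbachol (50 uM as added) plus 50mM LiCl, pH 7.4, 30 min, 37C; compounds titrated up to 46 uM; AC50 by Hill equation.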
ALOX12 inhib – qHTS Assay for Inhibitors of 12-hLO (12-human lipoxygenase); AID 1452, 2008; actives 0.12% (n = 150,000); Potency, µM (titrated, usually from 57.1 µM), for inactives: at the highest dose activity change, negative = inhibition, usual class: inhibitors; Polyunsaturated fatty acid lipoxygenase ALOX12 (Homo sapiens), P18054; purified 12-hLO, xylenol orange hydroperoxide absorbance; also: potency is read from the fitted curve at half-maximal effect; nearly all actives have a fitted effect of over 55% in size; many of its hits are not listed in these tables
Target sequence (P18054 whole entry, looked up): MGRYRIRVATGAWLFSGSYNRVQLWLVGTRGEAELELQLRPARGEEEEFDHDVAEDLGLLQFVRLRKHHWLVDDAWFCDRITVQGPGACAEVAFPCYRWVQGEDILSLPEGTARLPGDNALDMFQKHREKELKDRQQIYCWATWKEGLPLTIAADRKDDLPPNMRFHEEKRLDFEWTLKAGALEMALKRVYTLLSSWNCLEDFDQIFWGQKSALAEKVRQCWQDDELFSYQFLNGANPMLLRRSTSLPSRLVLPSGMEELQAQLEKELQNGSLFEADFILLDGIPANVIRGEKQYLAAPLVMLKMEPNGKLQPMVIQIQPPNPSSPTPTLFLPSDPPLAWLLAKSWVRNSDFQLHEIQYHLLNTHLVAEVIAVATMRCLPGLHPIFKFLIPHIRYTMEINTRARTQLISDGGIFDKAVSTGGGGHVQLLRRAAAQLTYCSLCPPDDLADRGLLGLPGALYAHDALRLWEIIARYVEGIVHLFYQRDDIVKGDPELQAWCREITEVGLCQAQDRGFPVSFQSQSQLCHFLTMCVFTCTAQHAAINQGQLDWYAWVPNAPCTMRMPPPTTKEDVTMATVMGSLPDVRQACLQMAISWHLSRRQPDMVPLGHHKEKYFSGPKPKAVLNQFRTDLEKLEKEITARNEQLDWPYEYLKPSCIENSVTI
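150 nM 12hLO, 25 mM Hepes pH 7.0 + 0.01% Triton X-100; cpd preinc 15 min RT; 40 uM arachidonic acid, 30 min RT; Fe-XO 30 min; A573/A405 ratio as read-out.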
PNC assembly inh – High Content Assay for Compounds that inhibit the Assembly of the Perinucleolar Compartment | PC3M PTB-GFP, PNC prevalence imaging, 16 h; active compounds read low | activity change (PNC), negative = inhibition, % at 10 µM | actives 3.1% (n = 140,000) | AID 2417, 2010;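 active = readout at or below -70, meaning at least 70% loss of cells showing the perinucleolar compartment, a nuclear body marking cancer cells; inconclusive = readout between -30 and a set limit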;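 also: plate controls were DMSO wells for no effect and camptothecin positive control wells for full effect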
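PC3M cells stably expressing PTB-GFP, 750–1000 cells/well, treated 16 h at 37 °C with compound (23 nl of library stock), in duplicate. After paraformaldehyde fixation and Hoechst stain, imaged at 20x; PNC prevalence scored by image analysis.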
* marks the source's active call; other numbers are inactive results; [ ] = remark or other dose. Unless noted, calls follow the shape of the dose curve; as a rule, active = well fitted curve in the direction sought with a large enough effect; inconclusive = small, poorly fitted or top-dose-only effect, or another doubt; inactive = no such curve, though single readings can be large; an effect the other way counts as inactive or inconclusive. Unless noted, % is scaled to controls: 0 for no effect and ±100 for the full control effect. Only part of the results is shown; rates above refer to the full screens.

For O=C(NCCOc1ccccc1Cl)c1cc(F)c(F)cc1Cl the results were 15-hLO-2 inh -4%, IMPase inh 5, ALOX12 inhib -9% and PNC assembly inh inconclusive.
Cc1ccc2nc(-c3ccc(NC(=O)CCN4C(=O)c5ccccc5C4=O)cc3)sc2c1 was read as IMPase inh -13, ALOX12 inhib -5% and PNC assembly inh -29.
CCOC(=O)C1=C(c2ccccc2)NC(=S)NC1c1ccc(Cl)c([N+](=O)[O-])c1 (stereo not drawn) was read as ALOX12 inhib inconclusive and PNC assembly inh -22.
CCCn1c(=O)[nH]c(=O)c2c1nc(-c1ccc(OC(F)(F)C(F)C(F)(F)F)cc1)n2CCOC (stereo not drawn) was read as 15-hLO-2 inh -11%, IMPase inh 6, ALOX12 inhib 1% and PNC assembly inh 7.
Screening CN1CCN(c2ncc3nc(-c4ccc(Cl)cc4)c(=O)n(CCC#N)c3n2)CC1 returned 15-hLO-2 inh 5% and ALOX12 inhib -23%.
Screening COc1ccc(Br)cc1S(=O)(=O)N1CC(C)OC(C)C1 (stereo not drawn) returned IMPase inh inconclusive, ALOX12 inhib -6% and PNC assembly inh -4.
Screening COc1ccc(/C=C/c2nc3cc(-c4ccccc4)ccc3o2)cc1O returned ALOX12 inhib -9% and PNC assembly inh inconclusive.
Cc1ccc2cc(CN(CC3CCCO3)S(=O)(=O)c3c(C)ccc4nsnc34)c(=O)[nH]c2c1 (stereo not drawn) was read as 15-hLO-2 inh -10%, IMPase inh -10, ALOX12 inhib 4% and PNC assembly inh -5.
For CCC(=O)NNc1cccc(Cl)n1 the results were 15-hLO-2 inh -13%, IMPase inh -1, ALOX12 inhib -1% and PNC assembly inh inconclusive.
`CCCCNc1cc(=O)n(C)c(=O)[nH]1` gave 15-hLO-2 inh 0%, IMPase inh 7, ALOX12 inhib 1% and PNC assembly inh 3.
Screening CCCCSc1nnc(NC(=O)CCc2ccccc2)s1 returned 15-hLO-2 inh -3%, IMPase inh -1, ALOX12 inhib 3% and PNC assembly inh -81*.
`CCOC(=O)C(NC(=O)c1ccc(OC)cc1)(Nc1cc(C)on1)C(F)(F)F` (stereo not drawn) gave 15-hLO-2 inh 10%, IMPase inh -2, ALOX12 inhib -2% and PNC assembly inh inconclusive.
`O=C(C(=O)N1CC=C(c2ccccc2)CC1)c1c[nH]c2ccccc12` gave IMPase inh 5, ALOX12 inhib 0% and PNC assembly inh 11.
Cc1cccn2c(N)c(-c3ccccc3)nc12 was read as 15-hLO-2 inh -15%, IMPase inh 19, ALOX12 inhib 0% and PNC assembly inh -2.
`O=C(COc1cc(Cl)c(Cl)cc1Cl)NC(=O)Nc1ccc2c(c1)OCCO2` gave ALOX12 inhib -3% and PNC assembly inh -6.
`CCOC(=O)C1C(=O)C=C(c2ccc(C)cc2)CC1c1cccc([N+](=O)[O-])c1` (stereo not drawn) gave IMPase inh -9, ALOX12 inhib 0% and PNC assembly inh -1.
Nc1ccc(S(=O)(=O)Nc2ccccn2)cc1 was read as 15-hLO-2 inh -8%, IMPase inh 0[20.6 µM], ALOX12 inhib 3% and PNC assembly inh 17.
Screening CCc1c(C(=O)O)[nH]c2ccc(Br)cc12 returned 15-hLO-2 inh -12%, IMPase inh inconclusive, ALOX12 inhib 1% and PNC assembly inh -8.
`FC(F)Oc1ccc(NC(=S)NCC2COc3ccccc3O2)cc1` (stereo not drawn) gave ALOX12 inhib -3% and PNC assembly inh 21.
Screening Cc1ccc(CSC(Nc2ccc(F)cc2)=C(C#N)C#N)cc1 returned ALOX12 inhib -8% and PNC assembly inh inconclusive.

The closing 4 compounds of the section before lead into the next.
Nc1ccc(S(=O)(=O)Nc2ccccn2)cc1 was read as 15-hLO-2 inh -8%, IMPase inh 0[20.6 µM], ALOX12 inhib 3% and PNC assembly inh 17.
Screening CCc1c(C(=O)O)[nH]c2ccc(Br)cc12 returned 15-hLO-2 inh -12%, IMPase inh inconclusive, ALOX12 inhib 1% and PNC assembly inh -8.
`FC(F)Oc1ccc(NC(=S)NCC2COc3ccccc3O2)cc1` (stereo not drawn) gave ALOX12 inhib -3% and PNC assembly inh 21.
Screening Cc1ccc(CSC(Nc2ccc(F)cc2)=C(C#N)C#N)cc1 returned ALOX12 inhib -8% and PNC assembly inh inconclusive.
`C#C[C@]1(O)CC[C@@H]2[C@H]3CCC4=CCCC[C@@H]4[C@@H]3CC[C@@]21C` gave 15-hLO-2 inh 7%[25.6 µM], IMPase inh 4[20.6 µM] and ALOX12 inhib -2%[25.6 µM].
`COc1ccc(CCC(=O)Nc2nc3ccccc3[nH]2)cc1OC` gave 15-hLO-2 inh 13%, IMPase inh 8, ALOX12 inhib 4% and PNC assembly inh 37.
Screening CSCCC(NC(=O)c1ccccc1)C(=O)NCc1ccco1 (stereo not drawn) returned 15-hLO-2 inh -3%, IMPase inh 6, ALOX12 inhib 4% and PNC assembly inh inconclusive.
Screening Cn1cc(S(=O)(=O)N2CCN(c3cccc(C(F)(F)F)c3)CC2)c(=O)n(C)c1=O returned 15-hLO-2 inh -3%, IMPase inh -7, ALOX12 inhib -5% and PNC assembly inh 4.
COc1ccc2c(c1)O[C@@H](c1cccc(C(F)(F)F)c1)[C@H](OC(=O)Nc1ccc(OC(F)F)cc1)C2=O was read as ALOX12 inhib -16% and PNC assembly inh 6.
Screening CCOc1ccc(S(=O)(=O)NCCC2=CCCCC2)c2ccccc12 returned 15-hLO-2 inh -7%, IMPase inh 1, ALOX12 inhib -28% and PNC assembly inh 5.
For CCOC(=O)c1c(CC(C)C)csc1NC(=O)CCl the results were 15-hLO-2 inh 2%, IMPase inh 7, ALOX12 inhib -8% and PNC assembly inh 24.
CCCc1[nH]nc2c1C(c1ccccc1OC)C(C#N)=C(N)O2 (stereo not drawn) was read as 15-hLO-2 inh 9%, IMPase inh 0, ALOX12 inhib -3% and PNC assembly inh 21.
c1ccn2c(c1)nc1c2nc2ccccn21 was read as 15-hLO-2 inh -10%, IMPase inh 0, ALOX12 inhib 1% and PNC assembly inh -9.
COc1ccc(N2CCN(C(=O)c3ccc4nc(N5CCCCC5)sc4c3)CC2)cc1 was read as 15-hLO-2 inh -4%, IMPase inh 2, ALOX12 inhib 5% and PNC assembly inh inconclusive.
Screening Cc1cc(C)nc(N(C#N)S(=O)(=O)c2ccc(Br)cc2)n1 returned 15-hLO-2 inh 9%, IMPase inh 3, ALOX12 inhib 0% and PNC assembly inh 5.
`COc1ccc(N2CCN(c3nc4ccccn4c(=O)c3C=O)CC2)cc1` gave ALOX12 inhib -1% and PNC assembly inh 6.
For O=C1c2ccccc2C(Nc2ccccc2)N1c1cccnc1 (stereo not drawn) the results were 15-hLO-2 inh 0%, IMPase inh 0, ALOX12 inhib 3% and PNC assembly inh 10.
O=C(Nc1nc(-c2cccs2)cs1)c1cccc(S(=O)(=O)N2CCCCCC2)c1 was read as 15-hLO-2 inh 17%, IMPase inh 8, ALOX12 inhib -5% and PNC assembly inh -13.
For COc1ccc(Br)c(C(=O)Nn2c(C)nc3ccccc3c2=O)c1 the results were 15-hLO-2 inh -3%, IMPase inh -8, ALOX12 inhib -4% and PNC assembly inh -9.
COc1ccc(/C=N/NC(=O)c2ccc(O)cc2)cc1CN1CCCc2ccccc21 was read as IMPase inh 1, ALOX12 inhib -10% and PNC assembly inh 2.
`CC(C)n1c(NCc2cccs2)nc2ccccc21` gave 15-hLO-2 inh 6%, IMPase inh -1, ALOX12 inhib -1% and PNC assembly inh inconclusive.
For COc1cc(C(C)=O)ccc1Oc1ncnc2c1cnn2-c1ccccc1 the results were ALOX12 inhib 1% and PNC assembly inh 9.
For C[C@@H](C[C@@H](O)[C@H](O)C(C)(C)O)[C@@H]1CC[C@]2(C)C3=CC[C@H]4C(C)(C)C(=O)CC[C@]4(C)[C@H]3CC[C@@]12C the results were ALOX12 inhib 2% and PNC assembly inh 50.
For O=C(CSc1ccc(-c2nc3ccccc3[nH]2)cn1)N1CCN(C(=O)c2ccco2)CC1 the results were 15-hLO-2 inh 1%, IMPase inh 1, ALOX12 inhib -12% and PNC assembly inh inconclusive.
Screening CN(C)c1ccc(CNC(=O)c2ccc(CNc3c(N4CCCCC4)c(=O)c3=O)cc2)cc1 returned 15-hLO-2 inh -1%, IMPase inh 5, ALOX12 inhib 0% and PNC assembly inh -1.
`CN(C)S(=O)(=O)c1ccc(C(=O)OCC(=O)Nc2ccccc2OC(F)F)cc1` gave 15-hLO-2 inh -2%, IMPase inh 12, ALOX12 inhib 4% and PNC assembly inh 27.
Screening CCOc1ccc(-n2c(SC(C)C)nc3c(c2=O)SCC3)cc1 returned 15-hLO-2 inh -17%, IMPase inh 4, ALOX12 inhib -11% and PNC assembly inh 34.
`O=C(CSc1nc(Nc2ccccc2)nc(N2CCOCC2)n1)Nc1ccc2c(c1)OCCO2` gave 15-hLO-2 inh 23%, IMPase inh inconclusive, ALOX12 inhib -19% and PNC assembly inh 16.
`COc1ccccc1Oc1ccc2c(c1)C(=O)N(c1ccc(Br)c3cccnc13)C2=O` gave 15-hLO-2 inh -9%, IMPase inh -10, ALOX12 inhib -3% and PNC assembly inh -14.
Screening CCn1c(=O)n(CC)c2cc(S(=O)(=O)Nc3ccccc3C)c(C)cc21 returned 15-hLO-2 inh -3%, IMPase inh 14, ALOX12 inhib 0% and PNC assembly inh inconclusive.
`CC(C)Cn1c(C(C)C)nc([N+](=O)[O-])c1Sc1ccc(Cl)cn1` gave IMPase inh inconclusive, ALOX12 inhib -13% and PNC assembly inh inconclusive.
Screening COC(=O)c1ccc(O)c(Sc2cc(C(=O)OC)ccc2O)c1 returned 15-hLO-2 inh inconclusive, IMPase inh 0, ALOX12 inhib inconclusive and PNC assembly inh 41.
Cn1cc(S(=O)(=O)CC(=O)Nc2ccc3c(c2)OCCO3)c2ccccc21 was read as IMPase inh inconclusive, ALOX12 inhib -8% and PNC assembly inh inconclusive.
`Cc1ccc(N2C(=O)C3NN=C(C(=O)OCc4ccccc4)C3C2=O)c(C)c1` (stereo not drawn) gave ALOX12 inhib 2% and PNC assembly inh 19.
`O=C(O)c1ccc(CN2C(=O)CSC2=S)cc1` gave 15-hLO-2 inh -12%, IMPase inh 2, ALOX12 inhib -5% and PNC assembly inh inconclusive.
CCC(C)Nc1nc(SC(C(C)=O)C(C)=O)nc(N(C)C)n1 (stereo not drawn) was read as 15-hLO-2 inh 13%, IMPase inh inconclusive, ALOX12 inhib -13% and PNC assembly inh 3.
CCOC(=O)C1=C(C)NC(=O)NC1c1ccc2c(c1)OCCO2 (stereo not drawn) was read as 15-hLO-2 inh 7%, IMPase inh -3, ALOX12 inhib -4% and PNC assembly inh -100*.
Screening Cc1cc(C)cc(C(=O)N2CC(C)OC(C)C2)c1 (stereo not drawn) returned 15-hLO-2 inh 0%, IMPase inh 5, ALOX12 inhib 4% and PNC assembly inh 27.
For CN(C)S(=O)(=O)c1cccc(NC(=O)CCNC(=O)c2ccccc2Cl)c1 the results were IMPase inh 6, ALOX12 inhib -5% and PNC assembly inh -19.
For CN(CCNC(=O)C1(O)c2ccccc2NC(=O)N1c1ccccc1)Cc1ccccc1 (stereo not drawn) the results were 15-hLO-2 inh 6%, IMPase inh 14, ALOX12 inhib 2% and PNC assembly inh inconclusive.
Cc1cc(C(=O)NNC(=S)NC(C)c2ccccc2)cs1 (stereo not drawn) was read as ALOX12 inhib -3% and PNC assembly inh 2.

Screening results: PubChem, National Center for Advancing Translational Sciences (NCATS)
